# WRN helicase inh: qHTS for Inhibitors of WRN Helicase; Bifunctional 3'-5' exonuclease/ATP-dependent helicase WRN (Homo sapiens), Q14191; WRN helicase unwinding, fluorescent forked duplex, kinetic; Potency, µM (series often up to 114 µM), for inactives: at the top dose activity change, negative = inhibition, actives largely listed as inhibitors; 360,000 compounds, 0.46% hits; AID 651768, 2012; further: potency means the concentration at half of the fitted maximal effect; on the % scale 0 is the no-effect control and ±100 the full control effect; nearly all actives have a fitted effect of over 55% in size
# Target sequence (Q14191 whole entry, looked up): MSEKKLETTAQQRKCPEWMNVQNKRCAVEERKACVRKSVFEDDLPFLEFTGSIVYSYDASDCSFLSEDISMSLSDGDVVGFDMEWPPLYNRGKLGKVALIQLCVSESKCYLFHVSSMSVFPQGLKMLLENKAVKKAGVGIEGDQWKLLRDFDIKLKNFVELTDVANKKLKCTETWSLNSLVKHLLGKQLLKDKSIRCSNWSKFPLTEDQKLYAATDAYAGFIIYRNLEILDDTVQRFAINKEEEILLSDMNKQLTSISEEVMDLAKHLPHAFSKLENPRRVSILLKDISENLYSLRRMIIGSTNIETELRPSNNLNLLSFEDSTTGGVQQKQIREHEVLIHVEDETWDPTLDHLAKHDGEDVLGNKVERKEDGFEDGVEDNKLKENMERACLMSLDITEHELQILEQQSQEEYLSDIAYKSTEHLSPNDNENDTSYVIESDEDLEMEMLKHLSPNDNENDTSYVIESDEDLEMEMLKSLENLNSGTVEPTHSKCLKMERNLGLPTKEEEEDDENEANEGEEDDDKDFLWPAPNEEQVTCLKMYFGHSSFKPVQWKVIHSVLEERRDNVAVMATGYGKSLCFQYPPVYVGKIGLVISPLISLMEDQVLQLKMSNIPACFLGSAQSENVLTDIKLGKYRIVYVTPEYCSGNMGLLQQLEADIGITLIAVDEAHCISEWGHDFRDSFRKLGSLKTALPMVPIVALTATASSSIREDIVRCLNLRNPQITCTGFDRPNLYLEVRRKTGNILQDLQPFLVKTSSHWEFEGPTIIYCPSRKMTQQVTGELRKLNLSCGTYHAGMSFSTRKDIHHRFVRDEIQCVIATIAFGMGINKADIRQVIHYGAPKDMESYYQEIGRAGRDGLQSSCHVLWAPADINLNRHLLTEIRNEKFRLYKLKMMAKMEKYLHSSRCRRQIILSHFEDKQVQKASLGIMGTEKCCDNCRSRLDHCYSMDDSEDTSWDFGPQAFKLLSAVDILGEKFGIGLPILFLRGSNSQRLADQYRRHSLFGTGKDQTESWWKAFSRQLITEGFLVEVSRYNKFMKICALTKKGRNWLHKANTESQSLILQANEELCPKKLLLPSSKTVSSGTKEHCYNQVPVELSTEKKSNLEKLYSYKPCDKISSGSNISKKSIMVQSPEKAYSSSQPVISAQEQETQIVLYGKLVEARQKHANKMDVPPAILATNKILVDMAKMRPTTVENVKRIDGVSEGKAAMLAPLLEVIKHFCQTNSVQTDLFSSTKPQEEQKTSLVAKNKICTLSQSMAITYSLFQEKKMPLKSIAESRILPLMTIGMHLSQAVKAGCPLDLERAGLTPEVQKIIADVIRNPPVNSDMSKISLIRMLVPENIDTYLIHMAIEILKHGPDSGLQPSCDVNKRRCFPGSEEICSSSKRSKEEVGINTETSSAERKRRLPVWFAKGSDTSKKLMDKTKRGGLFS
#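 Fluorescence dequenching readout, ex 525 nm/em 598 nm, kinetic mode: forked duplex DNA (100 nM final) with adjacent fluorophore and quencher unwound by WRN (20 nM final) with 2 mM ATP. Compound preincubation 15 min, room temperature.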
# SW480 rerep: A quantitative high throughput screen for small molecules that induce DNA re-replication in SW480 colon adenocarcinoma cells; Potency, µM (highest dose often 46.1 µM), without a hit: top-dose re-replication activation, hits mostly activators; SW480 DNA re-replication, Hoechst DNA content imaging, 48 h; 340,000 compounds, 1.8% hits; further: potency means the concentration at half of the fitted maximal effect; % of control where 0% means no effect; nearly all actives have a fitted effect of over 55% in size
#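 First, 250 cells per well were seeded. Next, compound or vehicle (23 nL) was pinned in, plates sat 48 hr at 37 C. Finally Hoechst was added for 40 min before fluorescence scanning.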
# KB-V1 MDR tox: qHTS assay for MDR1-selective chemotherapeutics: Primary screen using the drug-selected MDR subline cells KB-V1. Potency, µM (top dose mostly 46.1 µM), for inactives: top-dose activity change, negative = cytotoxicity, hits mostly cytotoxic. KB-V1 MDR cells viability, CellTiter-Glo, 72 h. 400,000 compounds, 3.4% hits. AID 1347076, 2019; further: potency means the concentration at half of the fitted maximal effect; on the % scale 0 is the no-effect control and ±100 the full control effect; nearly all actives have a fitted effect of over 60% in size
#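 Cells of the MDR subline KB-V1 are plated, dosed with compound at multiple concentrations, and incubated 72 h at 37 degrees C; CellTiter-Glo is then added and luminescence read after 10 min.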
# MCF10A rereplic: A quantitative high throughput screen for small molecules that induce DNA re-replication in MCF 10a normal breast cells. MCF 10A DNA re-replication, Hoechst nuclear intensity, 48 h. Potency, µM (titrated, usually from 46.1 µM), for inactives: at the highest dose activity, positive = re-replication, usual class: activators. 350,000 compounds, 2.9% hits. AID 624296, 2012; further: potency means the concentration at half of the fitted maximal effect; % of control where 0% means no effect; nearly all actives have a fitted effect of over 50% in size
# IL1B secr inh: qHTS for Inhibitors of Inflammasome Signaling: IL-1-beta AlphaLISA Primary Screen; THP-1 LPS/ATP IL-1B secretion, AlphaLISA, 16 h; active compounds read low; activity change, % at 57.5 µM; 360,000 compounds, 4.7% hits; in the data active means activity change below about -50%; inconclusive means mostly about -30% to -49%; further: on the % scale 0 is the no-effect control and ±100 the full control effect
#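 Secreted IL-1B measured by AlphaLISA bead assay after 16 h compound exposure of THP-1 cells; compounds (final up to 57.5 uM) added 1 h before LPS (250 ng/mL) and ATP (1.25 mM) stimulation; lower signal means less secretion.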
# KB-3-1 tox: qHTS assay for MDR1-selective chemotherapeutics: Primary screen using the parental adenocarcinoma cell KB-3-1; Potency, µM (series often up to 46.1 µM), for the others: at the highest dose activity change, negative = cytotoxic, actives largely listed as cytotoxic; 400,000 compounds, 1.4% hits; KB-3-1 viability, CellTiter-Glo ATP luminescence, 72 h; AID 1347075, 2019; further: potency means the concentration at half of the fitted maximal effect; on the % scale 0 is the no-effect control and ±100 the full control effect; nearly all actives have a fitted effect of over 60% in size
#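 Here the drug-naive KB-3-1 line serves as comparator for MDR sub-line selectivity; cells received compound titrations, 72 h at 37 °C, then CellTiter-Glo readout.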
# HT1080 IDH1KD tx: qHTS for induction of synthetic lethality in tumor cells producing 2HG: qHTS for the HT-1080-IDH1KD cell line. HT-1080 IDH1 knockdown viability, ATP luminescence, 48 h. Potency, µM (highest dose often 46.1 µM), for inactives: at the highest dose activity, negative = toxicity, actives largely listed as cytotoxic. 360,000 compounds, 2% hits. AID 686971, 2013;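 further: potency means the concentration at half of the fitted maximal effect; 0% = DMSO wells and -100% = cell-free medium wells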
#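 % activity derives from luminescence (CellTiter-Glo), normalised to DMSO and no-cell wells. HT-1080-IDH1KD cells, 750/well, had 48 h compound exposure at 37 °C.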
# ATXN2 expr inh: Primary qHTS for Inhibitors of ATXN expression; HEK-293 ATXN2-luciferase reporter, luminescence, 24 h; AID 1745845, 2022; Potency, µM (series often up to 57 µM), without a hit: top-dose activity change, negative = inhibition, most hits filed as inhibitors; 360,000 compounds, 0.72% hits; further: potency means the concentration at half of the fitted maximal effect; on the % scale 0 is the no-effect control and ±100 the full control effect; nearly all actives have a fitted effect of over 55% in size
#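 qHTS (up to 57 uM final) was run with 24 h compound exposure of reporter cells at 37 °C. Each well was multiplexed: SteadyGlo luminescence measured ATXN2-luciferase expression after a fluorogenic Gly-Phe-AFC viability readout (25 uM final).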
# HT1080NT lethal: qHTS for induction of synthetic lethality in tumor cells producing 2HG: qHTS for the HT-1080-NT fibrosarcoma cell line; Potency, µM (series often up to 46.1 µM), for inactives: at the highest dose activity, negative = less viability, actives largely listed as cytotoxic; 360,000 compounds, 1.6% hits; HT-1080-NT fibrosarcoma viability, CellTiter-Glo ATP luminescence, 48 h;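 further: NT is the 2HG producing partner of a matched IDH1 knockdown line; potency means the concentration at half of the fitted maximal effect; 0% = DMSO-treated cells and -100% = media-only wells without cells; nearly all actives have a fitted effect of over 55% in size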
#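 Compounds were tested in concentration-response format on HT-1080-NT cells for 48 hours at 37 degrees C. Cell viability came from CellTiter-Glo luminescence; curves were classified by r2, response magnitude and activity.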
# Active calls of the source: *; u = inconclusive; x = no result given; & = joins results of further samples; [ ] = another dose, or the depositor's remark. Unless noted, the call rests on the fitted dose curve; in most records, active means well fitted curve in the direction sought with a large enough effect; inconclusive means small, poorly fitted or top-dose-only effect, or another doubt; inactive means no such curve, though single readings can be large; an effect the other way counts as inactive or inconclusive. Not a hit list; about 12% have a hit in one of these screens.
SMILES,WRN helicase inh,SW480 rerep,KB-V1 MDR tox,MCF10A rereplic,IL1B secr inh,KB-3-1 tox,HT1080 IDH1KD tx,ATXN2 expr inh,HT1080NT lethal
C=CCCC(=O)N1C[C@@H](CO)[C@@H](NC)C[C@H]1c1ccccc1Br,1%,x,-9%,x,5,0%,10%,-3%,13%
CC(C)(C)C(=O)COC(=O)C1=NN(c2ccccc2)C(=O)CC1,-1%,2%,8%,-7%,13,10%,11%,21%,1%
CC(C)(C)NCc1cccn1-c1sc2c(c1C#N)CCCC2,3%,-3%,16µM*,12%,-18,-4%,5%,-12%,0%
Cn1c(=O)c2[nH]c(CCc3ccncc3)nc2n(C)c1=O,-1%,-2%,u,1%,17,2%,1%,-9%,0%
Fc1ccc(N2CCN(Cc3cn[nH]c3-c3ccccc3)CC2)cc1,-6%,16%,-6%,3%,18,9%,-11%,-16%,-6%
CCOc1ccc(Cc2onc3c2C(=O)CCC3)cc1OCC,-2%,-7%,u,1%,2,9%,3%,-9%,2%
Cc1nnc2c(N(C)S(=O)(=O)c3ccccc3)nc3ccccc3n12,-3%,28%,0%,4%,24,u,13%,16%,15%
CCNC(=S)N1CCN(c2ncccn2)CC1,-2%,-245%[inhibitor],0%,1%,1,7%,2%,5%,-4%
CCc1nc2ccc(C(=O)NCCc3ccc(OC)c(OC)c3)cc2nc1CC,-6%,2%,-7%&4%,9%,-26,16%&-4%,-2%,-11%,-2%
O=C(Nc1ccc(F)cc1F)c1ccc(S(=O)(=O)N2CCCCC2)cc1,-23%,-1%,x,13%,-3,x,-21%,-3%,0%
Cc1ccc(C(=O)Nc2ccc(-c3csc(C)n3)cc2)cc1,-6%,0%,u,u,-15,-2%,u,2%,u
CC1CN(C2=Nc3cccc4cccc2c34)CC(C)O1 (stereo not drawn),-2%[11.6 µM],u,u,-10%,-1,0%,-4%,-23%,3%
O=C(CN1CCOCC1)Nc1ncc(Cc2ccccc2Cl)s1,-5%,-5%,u,-5%,-7,0%,15%,6%,3%
O=C(NC1CCCc2ccccc21)c1ccc(F)cc1F (stereo not drawn),-22%,4%,4%,0%,-10,-2%,3%,-9%,2%
COc1ccc(N2CC(C(=O)NCCc3ccc(Cl)cc3)CC2=O)c(OC)c1 (stereo not drawn),-13%,12%,-16%,16%,11,34%,u,0%,-11%
CC(=N[C@@H]1CCCC[C@H]1N=C(C)c1ccccc1O)c1ccccc1O,-1%,-6%,3%,0%,24,10%,6%,7%,-1%
CCOc1ccc(NC(=O)CN(C)C(=O)CCc2ccccc2Cl)cc1OCC,-15%,-9%,x,-12%,1,x,2%,5%,1%
N#Cc1ccc(-c2nc3c(Cl)cc(C(F)(F)F)cn3c2Cc2ccsc2)cc1,-5%,x,0%,x,17,u,-5%,2%,-4%
O=c1ccc2ccc(O)cc2o1,-8%,1%,0%,-35%[inhibitor],44,0%,u,4%,0%
Cc1ccc(SCC(=O)NCCCN2CCOCC2)cc1,-4%,0%,-2%,0%,15,-6%,8%,-14%,6%
Cc1ccccc1CN(C)C(=O)[C@H](Cc1ccccc1)NC(=O)c1ccco1,-11%,6%,u,15%,-16,-1%,-5%,x,1%
OC(c1ccccc1)c1nc(-c2cccc3cccnc23)cs1 (stereo not drawn),10%[57.1 µM],x,u,x,-27,0%,-4%,17%,-3%
COc1cccc(OC)c1OCCCOc1c(OC)cccc1OC,-3%,-3%,-11%,2%,10,-1%,-1%,-12%,-3%
O=C(NCc1ccccc1)C(c1ccncc1)n1c(=O)c(-c2ccco2)nc2ccccc21 (stereo not drawn),3%,x,-15%,x,-6,20%,-1%,x,-4%
O=C(O)CCCCCCNC(=O)c1cncc(O)c1,1%[57.1 µM],0%,6%,1%,3,12%,30%,-8%,3%
Cc1nc(-c2ccc(F)cc2)c(CC(=O)N(C)CC(=O)Nc2cccc(F)c2)s1,-1%,x,-3%,x,21,1%,1%,x,1%
O=S1(=O)CCN2C(c3ccco3)=CSC2=N1,2%,-8%,6%,-6%,11,14%,8%,6%,9%
O=C(c1cccs1)N1CCN(C/C=C/c2ccccc2)CC1,7%,-2%,-23%,2%,-15,6%,0%,9%,-4%
COC(=O)c1ccccc1NC(=O)CC(=O)Nc1ccccc1C(=O)OC,-2%,4%,-13%,-3%,5,0%,-8%,x,2%
Cn1c(SCC(=O)Nc2ccc3c(c2)OCCO3)nnc1-c1ccncc1,-3%[57.1 µM],-4%,23%,-1%,-2,12%,2%,2%,4%
O=C(CSc1ccc(Br)cc1)Nc1ccccc1N1CCOCC1,4%,15%,-20%,u,-11,0%,-14%,0%,-8%
CCCc1nc2oc3c(=O)[nH]cnc3c2c2c1CCCC2,-11%,-693%[inhibitor],u,0%,7,8%,-17%,-2%,-15%
CC(C)c1ccc(NC(=O)C(c2ccc3c(c2)OCO3)N2CCC3(CC2)OCCO3)cc1 (stereo not drawn),-1%,1%[9.22 µM],-3%,22%,-11,-26%,-23%,-1%,-21%
COC(=O)C1=CN(c2cccc(Cl)c2)C=C(C(=O)OC)C1c1cccc(OC)c1,-9%,u,u,u,u,-7%,u,-9%,-20%
COc1ccc(Cn2nnnc2CN2CCc3ccccc32)cc1,-14%,23µM*,-8%,9%,24,-16%,3%,-8%,-13%
CCOC(=O)[C@H]1[C@H]2COc3cc(OC)ccc3[C@@H]2N2C(=O)CN(Cc3ccccc3)C(=O)[C@@]12C,0%,u,24%,14%,-1,3%,1%,7%,-2%
O=C(CC1Nc2cccc3cccc(c23)NC1=O)Nc1ccccc1 (stereo not drawn),-4%,-2%,-14%,4%,-63*,4%,-5%,-8%,-5%
O=C(O)c1ccc(NS(=O)(=O)/C=C/c2ccccc2)cc1,-8%,-8%,u,-2%,31,-3%,0%,-25%,2%
O=C(Nc1cccc(S(=O)(=O)N2CCCCC2)c1)c1ccccn1,-34%,3%,u,-15%,-84*,-14%,14%,-12%,14%
CCCn1nnnc1NC(=O)COc1ccc(Br)cc1,-10%,-13%,-8%,u,0,-4%,-1%,-28%,19%
Cc1ccc(N2CC(C(=O)Nc3cccc(S(=O)(=O)N4CCOCC4)c3)CC2=O)cc1 (stereo not drawn),12%,x,-6%,x,-2,-1%,2%,x,2%
CC1(C)CC(NC(=O)c2cccc(F)c2)CC(C)(C)N1,12%,1%,27%,-2%,10,4%,2%,15%,4%
CCOC(=O)c1c(NC(=S)NCCc2ccccc2)sc2c1CC(C(C)C)OC2 (stereo not drawn),-17%,-41%,21µM*,13%,-1,-13%,22%,-15%,2%
CN(C)S(=O)(=O)Nc1cccc(-c2cn3c(n2)SCC3)c1,5%,-2%,2%,1%,0,-4%,-1%,x,5%
COc1ccc(/C=C/C(=O)Nc2ccc(C)c(S(=O)(=O)N3CCOCC3)c2)cc1,-13%,-32%,4.1µM*,6%,-25,-1%,21µM*,22µM*,u
O=C(COc1ccc(Br)cc1)NNC(=O)c1cc(S(=O)(=O)N2CCOCC2)ccc1Cl,-10%,-2%,-22%,1%,15,2%,8%,1%,6%
O=C1c2ccccc2S(=O)(=O)c2cc(N3CCN(c4ccccc4)CC3)ccc21,1%,u,u,-39%[inhibitor],9,16%,-1%,5%,5%
Cc1ccc(C(=O)NCC(=O)OCC(=O)NCCc2ccccc2)s1,-6%,2%,-8%,-2%,12,-1%,-11%,-21%[11.3 µM],2%
c1ccc(SC23CC4CC(CC(C4)C2)C3)nc1,-11%,x,18%,x,3,1%,-3%,x,1%
NC(=O)C(CC(=O)O)NC(=O)[C@@H]1CCOc2c(I)cc([N+](=O)[O-])cc2C(=O)N[C@@H](CO)C(=O)N[C@@H](Cc2ccc(O)cc2)C(=O)N1 (stereo partly drawn),-30%[57.1 µM],-39%[inhibitor],0%,4%,1,0%,0%,4%,10%
COc1ccccc1NC(=O)c1ccc(S(=O)(=O)N(C)c2ccccc2OC)cc1,2%,2%,-13%,8%,13,-3%,-10%,x,-5%
Cc1ccc(N2C(=O)Nc3ccccc3C2(O)C(=O)NCCCOC(C)C)cc1C (stereo not drawn),-6%,-1%,12%,3%,30,5%,18%,1%,4%
COc1ccc(/C=C/C(=O)Nc2nonc2NC(C)=O)cc1,-17%,-1%,-1%,3%,28,-6%,14%,4%,7%
c1coc(CNC2CCCCC2)c1,6%,-3%,12%,-1%,7,3%,10%,6%,21%
Cc1nc2ccc(S(=O)(=O)NC(CC(C)C)C(=O)O)cc2s1 (stereo not drawn),-6%,0%,9%,-2%,30,4%,2%,-2%,15%
O=C(O)/C=C/c1ccc(Oc2ncccn2)cc1,5%,-1%,-6%,0%,3,-2%,10%,-2%,12%

# Exported as tab-separated lines: entries from further up
canonical_smiles	WRN helicase inh	SW480 rerep	KB-V1 MDR tox	MCF10A rereplic	IL1B secr inh	KB-3-1 tox	HT1080 IDH1KD tx	ATXN2 expr inh	HT1080NT lethal
c1ccc(SC23CC4CC(CC(C4)C2)C3)nc1	-11%	x	18%	x	3	1%	-3%	x	1%
NC(=O)C(CC(=O)O)NC(=O)[C@@H]1CCOc2c(I)cc([N+](=O)[O-])cc2C(=O)N[C@@H](CO)C(=O)N[C@@H](Cc2ccc(O)cc2)C(=O)N1 (stereo partly drawn)	-30%[57.1 µM]	-39%[inhibitor]	0%	4%	1	0%	0%	4%	10%

# Source: PubChem BioAssay (National Center for Advancing Translational Sciences (NCATS))
